# AmpC inh det: AmpC beta-lactamase inhibition, detergent assay. P00811. purified AmpC, nitrocefin hydrolysis with detergent. Potency, µM (highest dose often 28.7 µM), without a hit: top-dose activity change, negative = inhibition. 71,000 compounds, 0.09% hits; active means well fitted curve in the direction sought with a large enough effect
# Target sequence (P00811 whole entry, looked up): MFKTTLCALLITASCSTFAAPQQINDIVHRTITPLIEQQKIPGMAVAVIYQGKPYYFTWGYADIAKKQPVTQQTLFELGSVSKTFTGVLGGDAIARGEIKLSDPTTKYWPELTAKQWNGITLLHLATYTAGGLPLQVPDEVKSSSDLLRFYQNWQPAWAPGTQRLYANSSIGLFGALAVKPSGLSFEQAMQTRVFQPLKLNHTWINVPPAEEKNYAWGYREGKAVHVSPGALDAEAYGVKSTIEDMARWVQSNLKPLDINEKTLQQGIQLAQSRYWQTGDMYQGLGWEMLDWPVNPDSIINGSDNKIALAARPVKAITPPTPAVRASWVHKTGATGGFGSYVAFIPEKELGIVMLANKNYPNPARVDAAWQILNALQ
#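 E. coli AmpC (5.3 nM) in 20 mM phosphate pH 7.0 with 0.01% Triton X-100, preincubated 15 min RT with compound; nitrocefin (2 uL of 800 uM stock) hydrolysis followed by 480 nm absorbance every 20 s over 4 min.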
# * marks the source's active call; other numbers are inactive results; [ ] = remark or other dose. On the % scale 0 is the no-effect control and ±100 the full control effect; potency means the concentration at half of the fitted maximal effect. Only part of the results is shown; rates above refer to the full screens.
structure | AmpC inh det
COc1ccc(C(=O)NCc2cn3cccc(C)c3n2)cc1OC | 8.2%
COC1=C[C@H]2C3=C([C@H]2C1=O)[C@H](NC(C)=O)CCc1cc(OC)c(OC)c(OC)c13 | -2.8%[12.8 µM]
CCC(C)NS(=O)(=O)c1ccc(OCC(=O)NCc2ccc3c(c2)OCO3)cc1 (stereo unspecified) | -2.2%
O=C(c1ccc2nc(N3CCCCC3)sc2c1)N1CCN(Cc2ccc3c(c2)OCO3)CC1 | 1.2%
Nc1nc2ccccc2[nH]1 | 8.8%
O=C1c2ccccc2-c2ncnc3cccc1c23 | -0.7%
O=C(O)[C@@H](Cc1c[nH]c2ccccc12)C(=O)NO | 0.5%[5.75 µM]
COc1ccc(S(=O)(=O)NCCSCc2cccs2)cc1 | -4.1%
CN(C)c1ncc2nc(-c3ccccc3)c(=O)n(C3CC3)c2n1 | -0.5%
COc1ccc(-n2nnnc2SCC(N)=O)cc1 | -7.8%
O=C(O)CC(C(=O)O)c1cn(Cc2ccccc2)c2ccccc12 (stereo unspecified) | -4.0%
Oc1c(Cl)c(Cl)c(Cl)c(Cl)c1Cl | 7.1%
C=CCc1cc(/C=N/n2cnnc2)cc(OCC)c1O | 1.2%
Cc1noc(/C=C/N(C)C)c1S(=O)(=O)N1CCCC(C(=O)NC(C)c2ccccc2)C1 (stereo unspecified) | 5.3%
Cc1ccc(-n2nc(C)c3cc(C(=O)O)sc32)cc1 | -6.4%
Cc1ccc(-c2ccc(=O)n(CC(=O)N3CCN(c4cccc(C)c4)C(C)C3)n2)cc1 (stereo unspecified) | -5.2%
Cc1ccc2[nH]c(=O)c(CN(CCc3ccccc3)C(c3nnnn3Cc3ccco3)C(C)C)cc2c1 (stereo unspecified) | 5.6%
CCOC(=O)N1CCN(C2CC(=O)N(c3ccc(F)cc3)C2=O)CC1 (stereo unspecified) | 3.8%
O=C(CSc1ncnc2c1oc1ccccc12)NCc1ccco1 | -4.3%
CCOc1cc(C(=O)NC)cc(OCC)c1OCC | 5.2%
CC(=O)c1cccc(S(=O)(=O)N2CCC(n3nnc4cc(F)ccc43)CC2)c1 | 10.8%
Cc1ncc([N+](=O)[O-])n1CCO | 10.3%
CCC(=O)Nc1cc(C(=O)NCC2CCCN2CC)c(OC)cc1N(C)C (stereo unspecified) | 8.3%
O=c1c2ccccc2c(C=Nc2ccc(Cl)cn2)c(O)n1-c1cc(Cl)ccc1N1CCOCC1 | -2.8%
CC(C)C(NC(=O)CNC(=O)OC(C)(C)C)C(=O)NCc1ccccc1 (stereo unspecified) | -6.3%
Cc1csc(NC(=O)C2CCCN(S(=O)(=O)c3cnc[nH]3)C2)n1 (stereo unspecified) | 3.2%
CCCn1c(-c2ccc(F)cc2)nc2c(NCC(C)(C)CN(C)C)nc(C)nc21 | 6.5%
CC(NC(=O)c1cccs1)c1ccc2c(c1)OCO2 (stereo unspecified) | -2.1%
CCN(CC)S(=O)(=O)c1ccc(C(=O)N2CCN=C2SC)cc1 | 7.7%
CC(=O)[O][Hg][c]1ccccc1 | 2.1%
CCc1nnc(NC(=O)CSc2nnc(Cc3ccc(OC)cc3)o2)s1 | 13.9%
Cn1c(SCC(=O)N2CCOCC2)nnc1-c1cccc(NC(=O)c2ccccc2)c1 | -4.7%
c1ccc(-c2cc3c(-n4cccc4)ncnc3o2)cc1 | -4.4%
Cc1ccc(NC(=O)c2ccco2)cc1NC(=O)CSc1nnc(-c2cccs2)n1C | 3.6%
CC(C)COC(=O)Cc1c(O)c2ccccc2[nH]c1=O | 4.7%
CCc1c(C)sc(NC(=O)c2cc(C)on2)c1C#N | -2.7%
Cn1nc(-c2ccc(Cl)cc2)c2cc(C(=O)NCCCN3CCOCC3)sc21 | 12.7%
Cc1ccc2cc(CN(CC(C)C)C(=O)C3CCCO3)c(=O)[nH]c2c1 (stereo unspecified) | -0.2%
CN(C)S(=O)(=O)c1ccc(C(=O)OCC(=O)c2ccc(OC(F)F)cc2OC(F)F)cc1 | -0.2%
[O-][N+]12CC[N+]([O-])(CC1)c1ccccc12 | -2.5%
C1CCCC1 | 6.6%
CNC(=O)NC(=O)CSc1ccc(NC(C)=O)cc1 | 0.2%
Cc1nn(CC(=O)Nc2ccccc2)c(=O)c2ccccc12 | -4.4%
O=c1c2ccccc2oc2ncccc12 | -1.6%
Clc1c(CSc2nc3ccccc3o2)nc2ccccn12 | -5.1%
Cc1ccc(S(=O)(=O)/N=C(\CN2CCCCC2)N2CCOCC2)cc1 | 18.1%
COc1ccccc1/C=c1\sc2nc(-c3ccncc3)nn2c1=O | -3.5%
COc1cccc(Nc2cc(C)nc3ccccc23)c1 | 0.2%
Cc1ccc(Cl)cc1N1CCN(C(=O)c2cc3c(=O)n(C)c4ccccc4c3n2C)CC1 | 12.7%
CC(=O)Oc1ccc(-c2ccc(C(=O)O)cc2)cc1 | 7.3%
COCCCNCCOc1cc(C(C)C)ccc1C | -4.1%
COC(=O)CCCCCNc1ccc(C(=O)OC)cc1N | -0.4%
Cc1ccc(F)cc1NC(=O)C1CCN(c2cnccn2)CC1 | 7.0%
Cc1nn(C)cc1CN(C)C(=O)c1cc2nc(-c3ccco3)cc(C(F)(F)F)n2n1 | 8.8%
c1nnc(NC2=NCCCCC2)s1 | 0.1%
Cc1cc(C)c2cc3c(ccn3C3OC[C@H](O)[C@H](O)[C@H]3O)cc2n1 (stereo partly specified) | -5.0%
Nc1ccc(O)cc1C(=O)OCC(=O)C12CC3CC(CC(C3)C1)C2 | -5.1%
CCOc1ccc(C2C(C#N)=C(N)Oc3cc(C)n(Cc4ccco4)c(=O)c32)cc1OC (stereo unspecified) | 10.3%
COc1cc(C2NC(=O)NC(C)=C2C(=O)OC(C)(C)C)ccc1OCC(N)=O (stereo unspecified) | 28.0%
CCOc1cccc(OCCCNCCCOC)c1 | 6.9%

# Continuation:
structure | AmpC inh det
O=C(OCC(O)C(O)COC(=O)c1ccccc1)c1ccccc1 (stereo unspecified) | -3.4%
Cc1ccc(C(C(=O)NC2CCCCC2)N(C(=O)c2csnn2)C2CCCC2)o1 (stereo unspecified) | 0.0%
COc1cc(C(=O)NCCC(=O)NCCN2CCOCC2)cc(OC)c1OC | -2.1%
CCN(CC)C(=O)CSc1nnc(CCN)o1 | -1.3%
O=C1C2C3C=CC(C3)C2C(=O)N1c1ccncc1 (stereo unspecified) | 10.6%
O=C(NCc1ccco1)C(C(=O)c1ccc(F)cc1)n1ccccc1=O (stereo unspecified) | -1.4%
O=C(c1ccncc1)c1nccn1-c1ccccn1 | -7.0%
CC/C(=C(\c1ccccc1)c1ccc(OCCN(C)C)cc1)c1ccc(O)cc1 | 10.3%
Cc1cccc(CNc2ncncc2-c2cccnc2)c1 | 8.1%
O=c1[nH]c(=O)n(C2CCCO2)cc1Br (stereo unspecified) | -0.9%
CCN(CC)CCOC(=O)c1cccc(OC)c1 | -2.4%
O=C1CC(N2CCN(c3ccc(S(=O)(=O)N4CCCC4)cc3)CC2)C(=O)N1c1ccc(F)cc1 (stereo unspecified) | -0.3%
CC(=O)Nc1cccc(NC(=O)C2CCCN2C(=O)Nc2cccc(F)c2)c1 (stereo unspecified) | 1.7%
CCCCCCNC(=O)c1c(N)n(/N=C/c2ccco2)c2nc3ccccc3nc12 | -0.9%
Cc1nnc2sc(-c3ccco3)nn12 | -5.5%
COc1cccc(OC)c1C(=O)Nc1ccc(N2CCN(S(C)(=O)=O)CC2)cc1 | 13.5%
Cc1cc(-c2ccccc2)nc2cc(C(N)=O)nn12 | -3.3%
COc1cc(Cl)c(C)cc1NC(=O)COC(=O)c1cnc(C)cn1 | 9.7%
CCCNC(=O)Nc1cc(C)on1 | -2.3%
On1c(-c2ccco2)nc2c1CCc1nonc1-2 | 7.6%
O=C(O)c1ccc(C(=O)Nc2cccc3ccccc23)c(C(=O)O)c1 | -3.9%[5.75 µM]
O=C(NCc1ccco1)c1ccc(COCC(F)(F)C(F)F)cc1 | -3.7%
COc1ccc(-n2nc(C(=O)Nc3ccc4c(c3)OCO4)c3ccccc3c2=O)cc1 | -3.8%
COC(=O)Nc1ccc(NC(C)=O)cc1 | -0.3%
CCOC(=O)N1CCN(C(=O)C2CCN(S(=O)(=O)c3cc(Cl)ccc3Cl)CC2)CC1 | -2.7%
Cc1ccc(NC(=O)Cc2nc(CSc3nnc(-c4ccc5c(c4)OCO5)o3)cs2)cc1 | -2.9%
Cc1nn(C)c(C)c1CN(C)C(=O)c1cnn2c1NC(c1ccccc1)CC2C(F)(F)F (stereo unspecified) | 1.4%
CC1(C)Cc2nc(-c3ccccc3)n3cnnc3c2CO1 | 0.1%
CN(C)CC(=O)N1c2ccccc2CCc2ccc(NC(=O)c3ccc(N)cc3)cc21 | -1.9%
C[C@@H]1[C@@H]2Cc3ccc(O)cc3[C@@]1(C)CCN2CC1CC1 | -1.5%
Cc1ccccc1NC1=NCC(C)S1 (stereo unspecified) | -1.7%
O=c1[nH]c(C2CCCN(S(=O)(=O)c3ccc(F)cc3)C2)nc2c1nnn2Cc1ccccc1 (stereo unspecified) | -6.6%
CC(C)C[C@@H](CC(=O)N[C@H](CC(=O)N[C@@H]1CCNC[C@H]1C(=O)N[C@H](CC(=O)N[C@@H](CCC(=O)O)CC(=O)O)Cc1ccccc1)C(C)C)NC(=O)[C@@H]1CNCC[C@H]1N | -4.4%
NS(=O)(=O)c1ccc(CCNC2CC(=O)N(Cc3ccccc3)C2=O)cc1 (stereo unspecified) | -1.9%
COc1cccc(NC(=O)N2CCN(Cc3nc4ccccc4c(=O)[nH]3)CC2)c1 | -0.7%
O=C(c1ccccc1)[C@H](Nc1ccc2ccccc2c1)c1ccccc1 | -1.8%[5.75 µM]
N#Cc1cccc(NC(=O)c2nc(-c3ccccc3)n(-c3ccccc3)n2)c1 | 19.1%
CCN(CC)CCn1c(-c2ccccc2)nc2c(NCCO)nc(C)nc21 | 7.0%
COC(=O)c1c(-c2ccc(C)cc2)csc1N | 11.2%
CCOC(=O)c1cnc(SCC(=O)c2ccc3c(c2)OCCO3)nc1N | -5.7%
COc1ccc2c(CC(=O)OCC(=O)c3ccc(F)cc3)coc2c1 | -1.5%
CCOc1ccc(C2C(=O)N(C3CCCCC3)CC(=O)N2CC2CCCO2)cc1OC (stereo unspecified) | -1.7%
Cc1cc2oc3c(c(=O)c2cc1C)C(c1ccc(C(C)C)cc1)N(CCCN1CCOCC1)C3=O (stereo unspecified) | 4.6%
Cc1ccc(C(C)n2cc(C(=O)NCCN3CCN(C)CC3)nn2)cc1 (stereo unspecified) | -3.0%
NC(=O)CN1CCOCCN(CC(N)=O)CCOCC1 | 8.3%
NS(=O)(=O)c1ccc(NC(=O)CSc2ccccn2)cc1 | -2.8%
Cc1[nH]c2ccc(-c3n[nH]c(=S)n3C)cc2c1C | -2.9%
COc1cc(CC2C(=O)N(C)C(=O)N(C)C2=O)ccc1OCc1ccccc1 | 5.1%
O=C(NC1CC2CCCC(C1)N2C(=O)NCc1ccccc1)C1CC1 (stereo unspecified) | 2.9%
Cc1onc(-c2ccccc2Cl)c1C(=O)Nc1cnn(Cc2ccccc2)c1 | 9.7%
Cc1ccc(S(=O)(=O)N2CCN(CCO)CC2)cc1-c1nnc2c3ccccc3c(C)nn12 | -2.4%
Cc1ccc(CSc2nnnn2C)cc1 | -0.6%
COc1ccc(OC)c(NC(=O)C2CC(C)=C(C)CC2C(=O)O)c1 (stereo unspecified) | 0.1%
Nc1nnc(SCc2ccccc2Cl)s1 | -4.3%
CCC(C)(C)NC(=O)C(c1ccco1)N(C(=O)Cn1nnc2ccccc21)c1ccc2c(c1)OCO2 (stereo unspecified) | 6.1%
COc1ccc(NC(=O)NCCN2CCc3ccccc3C2)cc1 | -6.7%
CC1CCc2cc(F)ccc2N1C(=O)c1ccc2c(c1)OCO2 (stereo unspecified) | -1.8%
Cc1nc(NS(=O)(=O)c2cccs2)c2c3c(sc2n1)CCC3 | -3.3%
C=CCSc1nc2c(c(=O)[nH]c(=O)n2C)n1CC | 5.4%
Cc1c(NC(=O)c2ccc3c(c2)OCO3)cccc1-c1nc2ccccc2o1 | 0.4%

# Continuation:
structure | AmpC inh det
CCCNC(=O)CS(=O)Cc1nc(-c2cccc(OC)c2)oc1C (stereo unspecified) | 10.4%
COCCNc1ccnc(-c2ccccc2C(F)(F)F)n1 | -1.0%
CC(C)(C)CC(C)(C)c1cc(O)c(O)c(CN2CCCCC2)c1 | -7.0%[5.75 µM]
CCOC(=O)N1CCC(NC(=O)Cn2cccc2C(=O)c2ccccc2)CC1 | 11.5%
CC1(C)Cc2ccccc2-c2nnc(SCC(=O)N3CCc4ccccc43)n21 | 7.2%
O=C(O)CCN1C(=O)C2C3C=CC(C3)C2C1=O (stereo unspecified) | -3.9%
CC(C)Cn1c2c(c(O)c(C(=O)Nc3nccs3)c1=O)CCCC2 | -7.2%
OC[C@H]1NC[C@@H](O)[C@@H](O)[C@H]1O | -1.3%
N#CCSc1nnc(Cc2cccs2)n1C1CCCCC1 | -1.9%
COc1cccc(CNc2ccc(F)c(Cl)c2)c1O | -2.2%
CC(=O)c1cc2c(cc1NC(=O)CN1CCN(C(=O)c3ccco3)CC1)OCO2 | 10.9%

# Quoted at random: 6 entries already listed.
structure | AmpC inh det
CC(C)(C)CC(C)(C)c1cc(O)c(O)c(CN2CCCCC2)c1 | -7.0%[5.75 µM]
CC1(C)Cc2ccccc2-c2nnc(SCC(=O)N3CCc4ccccc43)n21 | 7.2%
CC(=O)c1cc2c(cc1NC(=O)CN1CCN(C(=O)c3ccco3)CC1)OCO2 | 10.9%
CCCNC(=O)CS(=O)Cc1nc(-c2cccc(OC)c2)oc1C (stereo unspecified) | 10.4%
CC(C)Cn1c2c(c(O)c(C(=O)Nc3nccs3)c1=O)CCCC2 | -7.2%
COCCNc1ccnc(-c2ccccc2C(F)(F)F)n1 | -1.0%
